ELG1 repair inh – blocks ELG1-dependent DNA repair in HEK293T cells | HEK293T ELG1-luciferase reporter, luminescence, 16 h; DNA damage induced by 5-fluorouridine | Potency, µM (doses to about 46.1 µM), for the others: at the highest dose activity change, negative = inhibition, usual class: inhibitors | 2.3% of 330,000 active | AID 504467; note: potency is the fitted concentration of half-maximal effect; % is set by controls: 0 for no effect and ±100 for the full control effect; nearly all actives have a fitted effect of over 55% in size
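Reporter activity after DNA damage by 5-fluorouridine is monitored. Compound-treated cells incubate 16 hr at 37 °C, then ONE-Glo is added for 30 min before luminescence reading.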
RORgamma inh – blocks mouse ROR gamma transcriptional activity | P51450 | Drosophila S2 Gal4-RORgamma UAS-luciferase reporter, 20 h | Potency, µM (doses to about 53.6 µM), without a hit: at the top dose activity change, negative = inhibition, usual class: inhibitors | 5.4% of 310,000 active; note: potency is the fitted concentration of half-maximal effect; % is set by controls: 0 for no effect and ±100 for the full control effect; nearly all actives have a fitted effect of over 60% in size
Target sequence (P51450 whole entry, looked up, the tested form may be a part): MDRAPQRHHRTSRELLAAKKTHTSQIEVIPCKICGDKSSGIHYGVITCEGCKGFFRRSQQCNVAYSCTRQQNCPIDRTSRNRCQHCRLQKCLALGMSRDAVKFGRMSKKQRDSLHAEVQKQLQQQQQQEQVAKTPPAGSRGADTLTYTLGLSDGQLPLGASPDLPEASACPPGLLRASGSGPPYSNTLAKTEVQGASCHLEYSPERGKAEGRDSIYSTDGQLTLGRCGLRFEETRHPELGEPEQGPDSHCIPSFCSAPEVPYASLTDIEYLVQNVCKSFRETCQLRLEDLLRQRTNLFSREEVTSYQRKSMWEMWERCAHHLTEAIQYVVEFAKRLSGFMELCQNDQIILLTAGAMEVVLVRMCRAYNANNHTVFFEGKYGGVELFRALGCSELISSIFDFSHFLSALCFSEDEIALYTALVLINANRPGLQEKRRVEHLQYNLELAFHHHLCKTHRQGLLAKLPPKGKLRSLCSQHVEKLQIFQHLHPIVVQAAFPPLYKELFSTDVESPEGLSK
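Compounds are pin-transferred onto Drosophila Schneider cells expressing a copper-inducible Gal4–ROR gamma transactivation domain fusion. After 1 hr, copper sulfate is added to 700 uM final; luciferase is read 20 hr later.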
Mito fusion yeast – mitochondrial division inhibition or fusion activation; S. cerevisiae fusion-defective mutant growth rescue, CellTiterGlo 48 h; Potency, µM (doses to about 46.1 µM), without a hit: at the top dose growth rescue (activation), actives largely listed as activators; 0.23% of 320,000 active;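 note: potency is the fitted concentration of half-maximal effect; % of control where 0% means no effect; nearly all actives have a fitted effect of over 45% in size; temperature-sensitive fusion mutants such as fzo1-1 at 37 °C on non-fermentable ethanol glycerol medium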
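Luminescent cell viability in 1536-well qHTS format served as the measure of rescued growth in ts fusion-mutant S. cerevisiae cultured on non-fermentable YPEG for 48 hours at 37C.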
Rab9 promoter act – activators of Rab9 promoter | Potency, µM (top dose mostly 9.22 µM), without a hit: at the highest dose activation, negative = inhibition, most hits filed as activators | AID 485297 | Huh7 Rab9 promoter-luciferase reporter, luminescence, 24 h | 2.8% of 320,000 active; note: potency is the fitted concentration of half-maximal effect; % of control where 0% means no effect; nearly all actives have a fitted effect of over 60% in size
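Measured in stably transfected Huh7 cells bearing a Rab9 promoter–luciferase construct: 24 h compound treatment at 37 °C, followed by luminescence detection.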
FLuc modulator – inhibits or activates purified firefly luciferase, miR-21 counter-screen; 6.9% of 360,000 active; P08659; purified FLuc, Km substrates, luminescence inhibition; Potency, µM (highest dose often 57.5 µM), for the others: at the highest dose activity change, negative = inhibition, hits mostly inhibitors;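 note: potency is the fitted concentration of half-maximal effect; plate controls were vehicle for no effect and reference inhibitor for full effect; nearly all actives have a fitted effect of over 55% in size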
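Purified P. pyralis luciferase (10nM final) with 10uM D-luciferin and 10uM ATP (Km levels) in 50mM Tris acetate pH 7.5, 10mM Mg acetate, 0.01% Tween-20, 0.05% BSA; qHTS 6-point titration, ~60 µM downward; luminescence read.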
PKM2 activator – activators of human pyruvate kinase M2. P14618. purified PKM2, Kinase-Glo ATP luminescence, activation; response scale: 0% is enzyme alone, no compound. Potency, µM (series often up to 57.5 µM), inactives show top-dose activation, actives largely listed as activators. 0.34% of 260,000 active. AID 1631; note: potency is the fitted concentration of half-maximal effect; % is set by controls: 0 for no effect and ±100 for the full control effect; nearly all actives have a fitted effect of over 55% in size
Target sequence (P14618 whole entry, looked up): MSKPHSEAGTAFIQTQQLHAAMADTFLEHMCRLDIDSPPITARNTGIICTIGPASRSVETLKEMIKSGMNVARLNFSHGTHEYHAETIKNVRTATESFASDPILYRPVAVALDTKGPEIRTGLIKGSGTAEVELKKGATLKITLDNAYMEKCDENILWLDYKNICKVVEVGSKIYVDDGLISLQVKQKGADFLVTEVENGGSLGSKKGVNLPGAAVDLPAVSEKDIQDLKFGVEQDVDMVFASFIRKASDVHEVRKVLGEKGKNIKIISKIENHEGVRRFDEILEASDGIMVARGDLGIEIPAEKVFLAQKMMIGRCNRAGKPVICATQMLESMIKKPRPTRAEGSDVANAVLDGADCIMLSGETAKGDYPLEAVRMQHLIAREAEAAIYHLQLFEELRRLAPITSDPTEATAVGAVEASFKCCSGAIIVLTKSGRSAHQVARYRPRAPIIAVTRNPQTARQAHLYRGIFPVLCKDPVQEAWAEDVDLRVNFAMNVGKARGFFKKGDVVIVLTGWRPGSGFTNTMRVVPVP
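Purified hPK-M2 (>95% pure) converted ADP (0.1 mM final) to ATP with 0.5 mM PEP in 50 mM imidazole pH7.2, KCl, MgCl2, Tween 20, BSA; 1 h at room temperature. ATP detected by Kinase-Glo luminescence.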
MBNL1-CUG inh – blocks human MBNL1 binding to CUG repeat RNA; Potency, µM (top dose mostly 57.5 µM), without a hit: top-dose activity change, negative = inhibition, usual class: inhibitors; 0.036% of 280,000 active; TR-FRET MBNL1-His/biotin-(CUG)12 binding, 665/545 ratio; Q9NR56; active = well fitted inhibition curve with a large enough effect in the signal ratio, with a control signal flat, not every such curve was filed as active; inconclusive = small, poorly fitted or top-dose-only effect, or effect the other way, or a change in a side signal; inactive = no such curve, though single readings can be large or run the other way; the % refers to the signal ratio; note: potency is the fitted concentration of half-maximal effect; % is set by controls: 0 for no effect and ±100 for the full control effect
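Ratiometric TR-FRET (665 over 545 nm, excitation 340 nm) tracks disruption of MBNL1-His/biotin-(CUG)12 complex after 60 min at room temperature, with compounds at 92 nM to 58 uM final.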
Menin-MLL TR inh – inhibitors of human menin-MLL interaction, mutant MLL peptide | O00255 | Menin + Texas Red MLL mutant peptide, fluorescence polarization | Potency, µM (doses to about 61.6 µM), without a hit: at the top dose FP activity change, negative = inhibition, hits mostly inhibitors | 0.23% of 270,000 active | AID 1768; active = well fitted inhibition curve with a large enough effect in the polarisation, with a control signal flat, not every such curve was filed as active; inconclusive = small, poorly fitted or top-dose-only effect, or effect the other way, or a change in a side signal; inactive = no such curve, though single readings can be large or run the other way; the % refers to the polarisation; note: potency is the fitted concentration of half-maximal effect; % of control where 0% means no effect; many of its hits are not listed in these tables
KCNH2 3.1 block – inhibitors of human KCNH2 3.1 potassium channel isoform | 0.95% of 340,000 active | U2OS KCNH2 3.1, thallium flux FluxOr; active compounds read low | activity change, % (tested at about 1.8 µM);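 active = maximum activity change below -70%; inconclusive = maximum activity change from -70% to -50%; inactive = maximum activity change above -50%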;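 note: thallium influx rate constant from kinetic fluorescence after stimulation buffer; % is set by controls: 0 for no effect and ±100 for the full control effect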
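Normalized rate constant (relative to positive and negative DMSO controls) derived from a 2 min kinetic fluorescence read after stimulation; U2OS cells expressing the 3.1 isoform via virus at 1.77 x 10^8 /mL.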
NPC1 promoter act – activators of NPC1 promoter; Huh7 NPC1 promoter luciferase reporter, 24 h; 2.4% of 320,000 active; Potency, µM (titrated, usually from 9.22 µM), for the others: at the top dose activation, usual class: activators; AID 485313;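 note: potency is the fitted concentration of half-maximal effect; % of control where 0% means no effect; nearly all actives have a fitted effect of over 60% in size; reporter is driven by a mutant NPC1 promoter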
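Cells: Huh7 expressing luciferase under the NPC1 promoter, 1500/well. Seeded 2 h, compound added, incubated 24 h at 37 °C. Luciferase reagent, 10 min ambient, then luminescence.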
VP16 counter – Gal4-VP16 reporter inhibition counter-screen; Drosophila S2 Gal4-VP16 UAS-luciferase, luminescence, 20 h; Potency, µM (titrated, usually from 53.6 µM), for the others: at the top dose activity, negative = inhibition, hits mostly inhibitors; 3.5% of 310,000 active; AID 2546;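 note: Gal4-VP16 expression switched on by copper sulfate through the metallothionein promoter; potency is the fitted concentration of half-maximal effect; % is set by controls: 0 for no effect and ±100 for the full control effect; nearly all actives have a fitted effect of over 50% in size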
The depositor's hits bear a star; ? = inconclusive; . = not tested or not shown; & = joins results of further samples; [ ] = remark or other dose. Unless noted, calls come from the whole dose curve; as a rule, active = well fitted curve in the direction sought with a large enough effect; inconclusive = small, poorly fitted or top-dose-only effect, or another doubt; inactive = no such curve, though single readings can be large; an effect the other way counts as inactive or inconclusive.

SMILES	ELG1 repair inh	RORgamma inh	Mito fusion yeast	Rab9 promoter act	FLuc modulator	PKM2 activator	MBNL1-CUG inh	Menin-MLL TR inh	KCNH2 3.1 block	NPC1 promoter act	VP16 counter
CCCN1CCN(CCCNC(=O)c2ccc3nc(N4CCC(C)CC4)sc3c2)CC1	?	-6%	-1%	-48%[inhibitor]	?	-1%	-1%	1%	7	-1%	?
N#C/C(=C/c1cn(-c2ccccc2)nc1-c1cccc(S(=O)(=O)N2CCOCC2)c1)C(=O)NCc1ccco1	0%	1%	-2%	-4%	6%	5%	-1%	14%	.	-3%	5%
CCOCCCNC(=O)c1cn(C)c2ccc(S(=O)(=O)N3CCCCC3)cc2c1=O	-4%	-19%	0%	-3%	1%	.	-1%	.	11	0%	-4%
O=C(c1ccc([N+](=O)[O-])cc1)N(c1ccccn1)c1ccccn1	5%	24%	-4%	-1%	-1%	-3%	?	-22%	2	-3%	-1%
CCS(=O)(=O)C1=NN2C(=N)/C(=C\c3ccc(SCc4ccco4)o3)C(=O)N=C2S1	?	-24%	0%	-1%	?	-13%	?	?	2	3%	6%
COc1cc(C2/C(=C(/O)c3ccc(F)cc3)C(=O)C(=O)N2CCCC(=O)O)ccc1O (stereo not given)	-12%	-10%	-2%	1%	-1%	1%	2%	10%	-1	-3%	3%
CCC(=O)Nc1cccc(-c2nc3ccccc3o2)c1	-21%	18%	13%	24%	?	-11%	1%	2%	21	10%	?
CN(Cc1ccccc1F)C(=O)CNC(=O)Cc1cccc2ccccc12	5%	3%	-1%	9%	?	3%	-7%	.	2	-3%	-3%
O=C(Cc1ccccc1)NC(=S)Nc1ccc2oc(-c3ccccc3F)nc2c1	?	4µM*	-4%	?	13µM*	10%	7%	?	-25	?	?
Cc1ccc(S(=O)(=O)Cn2nnnc2C(C)N2CCN(C(=O)c3ccco3)CC2)cc1 (stereo not given)	-2%	-6%[10 µM]	1%	2%	-2%	-1%	3%	-2%	-10	0%	-4%
CCCOP(=O)(c1ccc(N(C)C)cc1)C(O)c1ccc(N(C)C)cc1 (stereo not given)	0%	-4%	1%	-6%	?	.	1%	-26%	17	-1%	0%
O=C(C1CC(=O)N(c2ccccc2)C1)N1CCC(c2nc3ccccc3[nH]2)CC1 (stereo not given)	10%	.	1%	-6%	3%	.	.	.	-9	-5%	.
Cc1[nH]c(=O)[nH]c(=O)c1CSCC(=O)OCC(=O)Nc1ccccn1	-1%	-21%	0%	1%	-1%	1%	1%	.	-10	0%	1%
CCCCCOC(=O)Nc1nnc(CCCCC)s1	9%	-31%	9%	-5%	2%	-1%	-12%	.	9	0%	7%
CN(Cc1ccco1)c1ncnc2ccc(-c3ccc4c(ccn4C)c3)cc12	-23%	.	8%&3%	-19%&-25%	-11%&-15%	.	.	.	.	-30%&-32%	.
O=C(NCc1ccccc1)C(c1ccco1)N(C(=O)c1cnccn1)c1ccc(F)cc1 (stereo not given)	-2%	17%	1%	-3%	3%	1%	8%	?	-10	-2%	-3%
NC(=O)C(CC(=O)O)NC(=O)[C@@H]1CCOc2c(I)cc([N+](=O)[O-])cc2C(=O)N[C@@H](CO)C(=O)N[C@@H](Cc2ccc(O)cc2)C(=O)N1 (stereo not given in full)	2%	1%	1%	2%	1%	3%	?	9%	-5	-3%	-4%
COCc1nnc(NC(=O)CC(C)C)s1	6%	3%	-1%	-5%	3%	5%	-4%	18%	35	-2%	2%
COc1ccc2[nH]c(C(=O)N3CCN(Cc4ccccc4)CC3)cc2c1OC	17%	6%	2%	4%	15µM*	.	?	-12%	-3	1%	20%
CC(C)CN1CCC(=O)N([C@H](COc2ccccc2)c2ccccc2)CC1	-7%	-12%	0%	3%	-1%	-2%	-8%	-20%	-100*	-2%	2%
COc1ccc(C2=NOC(C(=O)Nc3cc(C)on3)C2)cc1 (stereo not given)	-6%	-24%	-3%	2%	1%	0%	8%	-2%	8	-6%	-5%
Cc1nc(C)c(CC(=O)N/N=C/c2ccc(O)cc2)c(=O)[nH]1	10%	-6%	-7%	-6%	5%	-2%	-4%	-23%	-1	-1%	-9%
CC(=O)Oc1c(C)cc(O)c2ccccc12	-13%	?	-3%	2%	-2%[2.3 µM]	17%	9%	9%	.	9%	?
CCOC(=O)c1ccc(NC(=O)C2=C(C)Nc3nc(CCCO)nn3C2c2ccc(OC)cc2)cc1 (stereo not given)	?	0%	-1%	0%	-16%&-6%	-1%	6%	-17%	4	18%	-2%
CC(=O)c1ccc(NC(=O)[C@@H]2CCCN2C2=NS(=O)(=O)c3ccccc32)cc1	?	.	-2%	-5%	4%	.	.	.	17	-1%	.
SMILES	ELG1 repair inh	RORgamma inh	Mito fusion yeast	Rab9 promoter act	FLuc modulator	PKM2 activator	MBNL1-CUG inh	Menin-MLL TR inh	KCNH2 3.1 block	NPC1 promoter act	VP16 counter
Cc1ccc(Cn2nnc3c(=O)[nH]c(C4CCN(C(=O)Cc5cccs5)CC4)nc32)cc1	-2%	24%	-3%	2%	1%	20%	-12%	-12%	-7	2%	-8%
COC(=O)C(NC(=O)c1ccco1)(Nc1ccc(Br)cn1)C(F)(F)F (stereo not given)	-14%	18%	1%	-2%	-1%	0%	4%	-3%	11	0%	5%
COc1cccc2[nH]c3c(N4CC(C)CC(C)C4)ncnc3c12 (stereo not given)	15µM*	?	2%	-1%	-12%	5%	-3%	-7%	.	-1%	-11%
COc1ccc([N+](=O)[O-])cc1-c1[nH]c(-c2ccc(C(=O)O)cc2)nc1-c1ccccc1	-15%	4%	-4%	0%	-5%	-5%	?	?	14	-7%	0%
O=C(OCCOc1cccc(Cl)c1)c1cc(S(=O)(=O)N2CCOCC2)ccc1F	-1%	.	12%	-1%	2%	.	.	.	-8	0%	.
Cc1ccc(NS(=O)(=O)c2ccc(NC(=O)c3cccc(NC(=O)C(C)C)c3)cc2)cc1	?	?	-2%	-6%	2%	-2%	-5%	1%	-12	-4%	-27%
c1ccc(-c2cc3c(N4CCCC4)ncnc3s2)cc1	12%	-5%	1%	0%	-5%	0%	13%	-8%	11	-4%	-3%
CCN=C1SC(CC(=O)NCCc2ccc(OC)cc2)C(=O)N1CC (stereo not given)	-5%	18%	-3%	1%	6%	-1%	2%	.	10	1%	1%
Nn1cnc2scc(-c3cccs3)c2c1=O	8%	17%	-9%	-7%	-2%	.	13%	1%	4	0%	-17%
COc1ccc(CCNC(=O)Cn2cnc3c(cnn3-c3ccccc3Cl)c2=O)cc1OC	-10%	20%	-3%	11%	-2%	-1%	-3%	11%	-12	-8%	-23%
CC(=O)NNC(=O)c1nc(-c2ccccc2)c(C)o1	-20%	-19%	-3%	-6%	3%	-3%	5%	.	6	-4%	-2%
Fc1ccccc1COc1ccc(C(=S)N2CCCC2)cc1	?	?	-13%	?	17µM*	-11%	1%	10%	31	?	-74%
CC(C)(O)C(=O)NN(C(=O)c1ccccc1)c1ccc2ccccc2c1	10%	0%	4%	-1%	0%	-1%	1%	?	-21	-3%	-16%
CCn1c(=O)c(C(=O)Nc2ncccc2C)c(O)c2ccccc21	-26%	-20%	23%	-3%	3%	-25%	-6%	0%	14	0%	-10%
CCCNC(=O)Cn1nc([N+](=O)[O-])c([N+](=O)[O-])c1C	12%	-26%	-10%	1%	7%	3%	?	-2%	2	0%	?
COc1ccc(S(=O)(=O)N(C)c2ccc(C(=O)Nc3cccnc3)cc2)cc1	23µM*	?	1%	-1%	2%	1%	-6%	33%[activator]	4	10%	4%
O=C(O)c1ccccc1C(=O)Nc1cc(C(F)(F)F)ccc1N1CCCC1	-5%	-5%	-34%[inhibitor]	-5%	4%	.	0%	1%	18	-2%	-1%
COCCN(C(=O)COC(=O)Cc1cccc(OC)c1)c1c(N)n(CC(C)C)c(=O)[nH]c1=O	11%	.	-2%	-7%	0%	.	.	.	10	-2%	.
O=[N+]([O-])c1cccc(CSc2nnc(Cc3ccccc3)n2-c2ccc(F)cc2)c1	-15%	?	12%	1%	3%	22%	30%	-9%	0	-2%	-22%
Nc1cc(=O)[nH]c(SCc2ccc(Cl)cc2)n1	?	16%	0%	-7%	-5%	-6%	-1%	.	-2	0%	1%
N/C(CSc1ccc(Cl)cc1)=N\NC(=O)c1ccncc1	?	-17%	1%	10%	6%	-4%	1%	-12%	2	-2%	-7%

Not all compounds are listed. The share of hits here may be higher or lower than overall.
